# Pemphigus Ab inh – blocks pemphigus antibody binding to human desmoglein-3; actives 0.48% (n = 310,000); AID 588358; binding (percent of control), % at 10 µM; P32926; DSG3-coupled beads, scFv-anti-DSG3-GFP binding, flow cytometry; active compounds read low;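 active = binding more than 3 SD below its plate's average and above zero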;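 note: hits lower antibody fragment binding to DSG3; some compounds called inactive have numbers as strong as hits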
# Keap1 Nrf2 FP – Keap1-Nrf2 (human) interaction inhibition; actives 0.15% (n = 340,000); Q14145; AID 504523; Keap1 Kelch-Nrf2 peptide fluorescence polarization, 1536-well; inhibition, % at 9.4 µM; in the data active = inhibition above about 12%;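 note: human Keap1 Kelch domain with fluorescein labeled Nrf2 9mer peptide probe; 0% = neutral control wells and 100% = peptide positive control; higher means more block of Keap1 binding to Nrf2 peptide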
# Target sequence (Q14145 whole entry, looked up, the tested form may be a part): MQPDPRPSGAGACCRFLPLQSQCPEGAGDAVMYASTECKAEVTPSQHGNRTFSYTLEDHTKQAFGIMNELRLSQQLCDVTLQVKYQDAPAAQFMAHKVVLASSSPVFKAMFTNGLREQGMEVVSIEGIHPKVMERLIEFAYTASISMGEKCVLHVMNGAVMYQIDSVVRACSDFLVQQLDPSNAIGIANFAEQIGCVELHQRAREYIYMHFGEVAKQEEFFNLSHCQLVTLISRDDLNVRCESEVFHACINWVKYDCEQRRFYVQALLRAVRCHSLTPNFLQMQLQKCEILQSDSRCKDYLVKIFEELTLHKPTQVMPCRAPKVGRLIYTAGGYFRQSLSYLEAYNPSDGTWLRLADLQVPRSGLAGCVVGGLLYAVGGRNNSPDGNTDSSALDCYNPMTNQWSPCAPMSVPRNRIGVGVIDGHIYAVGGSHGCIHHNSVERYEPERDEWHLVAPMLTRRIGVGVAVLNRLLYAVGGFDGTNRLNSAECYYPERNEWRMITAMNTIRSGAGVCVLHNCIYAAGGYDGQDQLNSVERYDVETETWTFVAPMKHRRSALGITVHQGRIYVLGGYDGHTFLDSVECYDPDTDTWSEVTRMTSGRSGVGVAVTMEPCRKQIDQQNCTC
# OPRM1-OPRD1 ag – OPRM1-OPRD1 heterodimerization agonism; P35372+P41143; AID 504326; activation, % at 9.3 µM; cells, luminescence; actives 0.3% (n = 340,000); in the data active = activation above about 18%;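 note: 0% = vehicle-treated cells and 100% = reference agonist; values of inactives mirror those of a sister screen read the other way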
# RTF Ca sens act – cardiac RTF calcium sensitization | P19429+P45379 | IANBD-labeled TnC RTF fluorescence at EC20 calcium; 0% EC20 calcium, 100% full calcium | activation, % at 7.2 µM | actives 0.24% (n = 340,000) | AID 493008;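 active = activation above the mean over all tested compounds plus 3 SD, cut at about 30% in these data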;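 note: rise in fluorescence read as greater calcium sensitivity of cardiac thin filaments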
# C-LANA FP – blocks KSHV LANA C-terminal domain binding to DNA. inhibition, % at 9 µM. AID 504423. MBP-C-LANA/FAM-LBS DNA binding, fluorescence polarization. actives 0.078% (n = 340,000);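 active = highest replicate inhibition at or above 60% at 9 µM, even if other replicates fall short; inactive = all replicates below 60% inhibition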;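 note: 0% = neutral control wells and 100% = 4 µM acridine orange control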
# V-ATPase pHluor – alters yeast V-ATPase proton transport. S. cerevisiae, pHLuorin cytosolic pH fluorescence. response, % at 10 µM. actives 0.37% (n = 350,000); in the data active = response mostly above about 7.3%, no sharp cut-off; inactive = mostly below about 5.4%; note: actives read high; inactives centre near 0; some compounds called inactive have numbers as strong as hits; reference of the scale not given here
# RTF Ca sens inh – cardiac RTF calcium desensitization. P19429+P45379. IANBD-labeled cardiac RTF, Ca2+ fluorescence. inhibition, % at 7.15 µM. actives 0.12% (n = 340,000);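 active = inhibition above the mean inhibition of all tested compounds plus 3 SD, cut at about 17% in these data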;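 note: assay run at fixed EC70 calcium of 1.6 mM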
# Arr AP2 block – inhibitors of human beta-arrestin and AP2 interaction; inhibition, % at 10 µM; FITC-arrestin peptide / GST-AP2 beads, flow cytometry; AP2 beta2 appendage carries R879A mutation; actives 0.31% (n = 340,000);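 active = inhibition above a set limit, near 3 SD of compounds lacking own fluorescence, cut at about 54% in these data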;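 note: plate controls were DMSO wells for no effect and 5 µM unlabelled arrestin peptide for full effect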
#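 test system = AP2 appendage R879A on GSH beads | buffer or medium = PBS plus Tween 20 (0.05%) and BSA (0.1%) | incubation = 12 min plus 1 h, RT | detection = bead flow cytometry, FITC channel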
# Wnt bcat act – Wnt/beta-catenin pathway activation | activation, % at 9.35 µM | Wnt/beta-catenin reporter cell assay, activator, plate reader | AID 743398 | actives 1.2% (n = 300,000); in the data active = activation above about 30%, passing the limit was not always enough;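 note: 0% = neutral control wells and 100% = positive control wells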
# MOR-DOR inv ag – inverse agonists of human mu-delta opioid receptor heterodimerization; P35372+P41143; cell-based MOR-DOR heterodimer luminescence, inverse agonism; inhibition, % at 9.3 µM; actives 0.21% (n = 340,000); in the data active = inhibition above about 22%, passing the limit was not always enough;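 note: 0% = cells with DMSO and 100% = wells without cells with DMSO; values of inactives mirror those of a sister screen read the other way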
# * = called active by the depositor; . = not tested or not shown. The order is random. Share with any hit: about 3.1%.
# Start of the data: the first 5 entries, ahead of the listing:
SMILES,Pemphigus Ab inh,Keap1 Nrf2 FP,OPRM1-OPRD1 ag,RTF Ca sens act,C-LANA FP,V-ATPase pHluor,RTF Ca sens inh,Arr AP2 block,Wnt bcat act,MOR-DOR inv ag
CC(=O)Nc1ccc(OC/C=C(\C)Cl)cc1,105,0,-3.0,1,-1.0,0,0,-3,.,17
CCn1c(C)nc2cc(C(=O)N/N=C/c3ccccc3)ccc21,95,1,-1.7,-4,1.2,0,-14,47,-1,10
NC(=O)c1ccc(NC(=O)CN2CCN(C(=O)c3ccco3)CC2)cc1,102,0,-3.6,4,0.1,6,-1,3,-1,18
Cc1[nH]c(=O)[nH]c(=O)c1S(=O)(=O)Nc1ccc(Br)cc1F,105,3,-3.2,0,-1.2,-2,-6,-4,2,15
Cc1cc(Nc2ccc(F)cc2F)n2nc(C)nc2n1,111,-2,-3.0,5,2.6,-3,-3,7,-1,15

# The whole of this part, from the start:
SMILES,Pemphigus Ab inh,Keap1 Nrf2 FP,OPRM1-OPRD1 ag,RTF Ca sens act,C-LANA FP,V-ATPase pHluor,RTF Ca sens inh,Arr AP2 block,Wnt bcat act,MOR-DOR inv ag
CC(=O)Nc1ccc(OC/C=C(\C)Cl)cc1,105,0,-3.0,1,-1.0,0,0,-3,.,17
CCn1c(C)nc2cc(C(=O)N/N=C/c3ccccc3)ccc21,95,1,-1.7,-4,1.2,0,-14,47,-1,10
NC(=O)c1ccc(NC(=O)CN2CCN(C(=O)c3ccco3)CC2)cc1,102,0,-3.6,4,0.1,6,-1,3,-1,18
Cc1[nH]c(=O)[nH]c(=O)c1S(=O)(=O)Nc1ccc(Br)cc1F,105,3,-3.2,0,-1.2,-2,-6,-4,2,15
Cc1cc(Nc2ccc(F)cc2F)n2nc(C)nc2n1,111,-2,-3.0,5,2.6,-3,-3,7,-1,15
CCOC(=O)CNc1ccc(C(=O)OCC)cc1[N+](=O)[O-],92,-2,-2.5,2,-0.1,-2,-5,12,4,15
COc1cccc(Nc2nc(C)cc(C)c2C#N)c1,106,-1,0.2,2,1.1,3,-7,-5,6,-1
C=CCOc1ccc(/C=N/Nc2ccccn2)cc1OC,116,-2,-4.0,0,0.2,-1,9,8,-1,19
O=C1CC(N2CCN(c3ccc(F)cc3)CC2)C(=O)N1Cc1ccc(N2CCCC2=O)cc1 (centres undefined),119,3,-1.4,2,-0.8,-6,3,1,-6,8
O=C1C2CCCN2C(=S)N1c1ccccc1 (centres undefined),102,2,-2.6,4,-1.7,-2,0,4,2,13
CCOC(=O)C1=C(C)n2c(s/c(=C3\C(=O)Nc4ccccc43)c2=O)=NC1c1ccc(OC)cc1 (centres undefined),85,4,-3.9,-2,1.6,1,5,-6,.,20
COCCNC(=O)C1CC(c2cccc(F)c2)=NO1 (centres undefined),103,-2,-2.6,-10,0.2,-1,3,0,-1,15
CN(C)c1oc(-c2ccccc2[N+](=O)[O-])nc1C#N,116,1,2.3,8,0.1,1,-6,38,6,-11
CN1C(=O)C(CC(=O)N2CCN(C(c3ccccc3)c3ccccc3)CC2)N(C)C1=O (centres undefined),98,5,-1.4,-4,0.7,-2,4,-14,.,9
Cc1cc(NC(=O)C(C)Oc2ccccc2)no1 (centres undefined),123,0,1.1,-1,-0.5,-1,0,24,-1,-9
Cc1ccc(S(=O)(=O)NCC(=O)OCC(=O)N2CC(=O)Nc3ccccc32)cc1,94,-3,-2.9,-1,-3.2,-2,-4,-8,3,14
Cc1cc(C(=O)NN)n[nH]1,92,3,-1.8,-4,1.4,-3,-2,-4,-2,9
COC1CC(C)NC(=S)N1 (centres undefined),119,-5,-2.9,-1,0.6,2,-7,0,1,15
COc1ccc(Cl)cc1C(=O)C1CCCN(Cc2cnc(N3CCOCC3)s2)C1 (centres undefined),28*,-1,-0.6,8,-0.5,1,3,28,.,3
CN(c1ccccc1C(=O)N1CCN(c2ccccc2F)CC1)S(=O)(=O)c1ccccc1,106,2,-4.7,-5,0.1,-1,3,2,-1,15
O=[N+]([O-])c1ccc(COc2cccc(CN3CCCC3)c2)cc1,103,-4,-1.3,-9,-2.1,1,-6,-7,0,6
Cc1nc([N+](=O)[O-])cn1CC(=O)c1ccc(Br)cc1,102,-6,-0.4,8,0.6,-2,1,6,-1,2
CCc1cccc(C)c1NC(=O)C(c1ccccc1)N1CCC1=O (centres undefined),93,-4,-1.2,-2,0.6,5,-8,-6,.,7
COc1ccc(CN2C(=O)CN(C3CCCCCC3)C(=O)C2c2ccc(OC)c(OC)c2)cc1 (centres undefined),92,0,-1.9,-6,0.4,-3,-9,2,.,10
Cc1ccc(NC(=O)Cn2c(/C=C/c3ccccc3)nc3ccccc32)cc1C,102,-1,.,-3,0.9,2,4,33,6,.
CCOC(=O)C1CCCN(C(=O)CSc2nnnn2C)C1 (centres undefined),102,-3,-2.7,3,3.9,-1,-2,-7,7,10
Cc1c2c(c(C)n1C)C(C(=O)NC1CCCCC1)N(Cc1ccccc1)C2=O (centres undefined),97,-9,0.6,3,11,-2,-11,-17,0,-3
O=C(c1ccco1)N1CCN(C(=O)c2cc(-c3ccncc3)nc3ccc(Br)cc23)CC1,103,-7,-0.3,3,2.5,-2,-20,1,.,2
COCCCNC(=O)Cn1c(=O)n(CCCCCC(=O)Nc2ccccc2)c(=O)c2sccc21,88,-3,-2.1,-3,0.5,-1,-4,15,.,13
O=C1CC2CS(=O)(=O)CC2N1C1CCCCC1 (centres undefined),112,-4,0.9,13,-0.8,1,4,10,0,-4
Cc1ccc(S(=O)(=O)N2CCCCC2)cc1NC(=O)Cc1cccs1,109,-3,-1.9,-3,0.3,2,0,-10,-2,8
Cc1ccccc1OCC(=O)Nc1cccc2nsnc12,97,-4,1.1,9,1.0,.,3,101*,.,-6
C=CCOC(=O)C1=C(C)NC(SCC(=O)OCC)=C(C#N)C1c1ccc(C)cc1 (centres undefined),110,-4,0.4,-1,0.7,2,4,1,.,-2
Cc1cc(SCCOc2ccc(Br)cc2)nc(N)n1,.,1,-0.1,-1,-0.7,1,-8,9,-1,1
Cc1ccc(S(=O)(=O)Nc2c(O)c3ccccc3oc2=O)cc1,.,-3,0.2,5,-3.0,0,-6,-3,-1,-1
CCOc1ccc2[nH]c(=O)c(CN(CC3COCCO3)C(=O)C3CC3)cc2c1 (centres undefined),110,-3,-3.9,0,-1.0,-3,-8,5,-3,20
Cc1cc(C)c(C(=O)COC(=O)c2cc([N+](=O)[O-])ccc2NCCO)cc1C,99,-1,1.8,-3,-0.3,5,-9,8,-4,-12
O=c1c(C=Nc2ccc(Oc3ccccc3)cc2)c[nH]n1-c1cccc(Cl)n1,113,5,-3.2,-4,-0.6,9,0,24,-1,17
CCOC(=O)C1CCN(C(=O)c2ccc(NS(=O)(=O)c3ccc4[nH]c(=O)[nH]c4c3)cc2)CC1,102,2,-2.5,-1,0.5,0,5,11,0,13
O=C(CCC1CCCN(c2ncccn2)C1)NCc1ccc(F)c(F)c1 (centres undefined),97,-1,-2.7,-9,0.1,-1,0,18,-3,14
Cc1cccc(NC(=O)N2CCCCCC2)c1,107,-4,-0.8,4,-1.0,-2,-11,-11,6,5
COc1ccc(C(=O)c2nc3c(n2O)CCCC3)cc1OC,104,-2,-1.6,1,-0.2,0,-8,-3,-1,7
CC(C)(C)C(=O)NC(=S)NNC(=O)c1ccc(Cl)cc1Cl,102,-1,-7.7,0,-0.1,-1,4,0,2,39*
CC1(C)CC(=O)C=C(C(=O)NC2CCCc3c2cnn3-c2cc(F)cc(F)c2)O1 (centres undefined),100,-1,-2.0,-5,-1.2,-2,-1,-5,1,14
Cc1cc(Cl)ccc1OCCNC(=S)NC(=O)c1cccnc1,92,-9,-0.7,-2,1.8,-1,-6,1,3,3
CCCCOc1ccc(-c2nnc(N)s2)cc1,.,-1,0.5,-6,0.2,0,-16,5,9,-2
CCOc1cc2c3c(c1)C1(OCCO1)C(=O)N3C(C)(C)CC2C (centres undefined),109,1,-3.1,-5,0.8,3,-5,-10,.,14
O=C(CCC(=O)NNC(=S)Nc1ccccc1)NCc1ccccc1,99,-8,0.7,3,-0.4,-1,-7,16,-1,-4
COCCNc1ccc(S(=O)(=O)N2CCCC2)cc1[N+](=O)[O-],97,0,-2.8,-3,0.4,1,1,14,-1,16
CCN(C(=O)Cn1cnc2c(nc3n2CCCCC3)c1=O)c1cccc(Cl)c1,105,-2,-1.1,1,0.6,-4,1,9,-1,6
Cc1cc(=O)oc2c(O)c(O)ccc12,96,7,0.2,2,-4.4,-2,-4,25,-3,-1
CCN(CC)c1nc2ccccc2[nH]c1=O,90,1,2.5,8,2.1,5,-6,-4,4,-13
Cc1cccc2cc(CN(CCCN(C)C)C(=S)NCCc3ccccc3)c(=O)[nH]c12,97,0,2.5,-3,-0.6,1,-4,6,-2,-11
O=C(NC1CC1)C1=C[C@@H](C2CCCCC2)C[C@@H](OCc2ccc(CO)cc2)O1,95,-3,2.0,-3,-2.2,-9,-6,20,-2,-11
Cc1cc(C)n(-c2nc(NCC(C)O)c3c4c(sc3n2)COC(C)(C)C4)n1 (centres undefined),103,1,-3.2,-3,-0.4,-3,-1,-13,.,17
CC1(C)Cc2cccc(OCC(=O)N3CCN(c4ccccc4F)CC3)c2O1,103,0,-2.4,1,-0.6,2,-2,-9,-1,16
Cc1nc(CCNS(=O)(=O)c2cccnc2)cs1,91,2,0.7,3,-0.5,0,-3,-14,4,-4
COc1cccc(C(C(=O)NC2CCCC2)N(C(=O)c2ccco2)C2CC2)c1OC (centres undefined),94,-4,-3.0,-3,-0.5,2,0,6,-2,17
O=C(CSc1ncccn1)Nc1ncc(C(F)(F)F)cc1Cl,95,-4,-0.1,1,1.3,-2,-3,-12,0,1
CN(c1ccc([N+](=O)[O-])cc1C(=O)Nc1ccccc1)C1CCCCC1,105,-5,-0.4,-3,1.0,1,2,-5,-2,2

# (next part)
SMILES,Pemphigus Ab inh,Keap1 Nrf2 FP,OPRM1-OPRD1 ag,RTF Ca sens act,C-LANA FP,V-ATPase pHluor,RTF Ca sens inh,Arr AP2 block,Wnt bcat act,MOR-DOR inv ag
O=C(c1ccco1)N1CCN(c2nnc(-c3ccccc3)c3ccccc23)CC1,.,-2,-2.8,3,-0.6,2,-5,1,8,15
COCc1ccc(CN2CCC(CO)(CC3CCCCO3)CC2)o1 (centres undefined),93,0,-2.0,-2,0.6,-1,-1,6,0,10
CCc1ccc(C(C(=O)NC(C)(C)CC)N(Cc2ccco2)C(=O)Cn2nnc3ccccc32)cc1 (centres undefined),103,2,0.4,-5,0.3,0,-1,1,-4,-2
COc1ccccc1Nc1ccc(C(=O)NCc2cccs2)cn1,103,-2,-0.2,11,1.6,-2,-2,-6,0,1
Cc1cc(C(=O)COC(=O)c2ccccc2O)c(C)n1Cc1cccs1,97,3,1.5,2,1.3,10,0,10,-19,-8
Cc1ccc(C2SCC(=O)N2c2ccccc2)cc1 (centres undefined),113,0,0.5,3,0.1,3,-10,5,3,-2

# Bioassay records deposited in PubChem by several laboratories.
